High-throughput results (PubChem BioAssay)
BCLXL inh: inhibitors of human Bcl-xL, primary screen, biochemical, fluorescence polarization, HTS. inhibition, % at 10.9 µM. hit rate 0.7% among 320,000. GST-Bcl-xL / FITC-Bim BH3 peptide fluorescence polarization;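 active = inhibition above the mean of all tested compounds plus 3 SD, cutoff set per campaign, cut at about 30% in these data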;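 also: 0% = DMSO wells and 100% = unlabeled Bim-BH3 peptide competitor; inhibitors lower millipolarization by displacing the labeled peptide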
Target sequence (Q07817 whole entry, looked up): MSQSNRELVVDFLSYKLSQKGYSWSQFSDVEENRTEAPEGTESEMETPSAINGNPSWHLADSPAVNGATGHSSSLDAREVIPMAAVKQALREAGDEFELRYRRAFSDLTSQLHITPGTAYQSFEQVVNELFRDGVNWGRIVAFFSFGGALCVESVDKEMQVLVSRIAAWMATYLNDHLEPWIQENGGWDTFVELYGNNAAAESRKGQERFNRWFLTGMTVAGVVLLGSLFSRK
PME-1 inh: PME-1 inhibitors via competitive probe labeling, primary screen, biochemical, fluorescence polarization, FP-Rh probe, HTS; inhibition, % at 5.9 µM; recombinant PME-1; hit rate 0.53% among 320,000;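 active = inhibition above the campaign mean of all compounds plus 3 SD, cut at about 26% in these data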;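 also: competitive labeling of PME-1 active site by serine hydrolase directed probe; 0% = PME-1 with DMSO and 100% = wells lacking PME-1 enzyme; inhibitors block probe labeling so polarization falls and inhibition rises; many of its hits are not listed in these tables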
Efflux pump inh: inhibitors of Candida efflux pumps in yeast, primary screen, S. cerevisiae, Nile Red, multiplex; S. cerevisiae Candida pump triplex; inhibition, % at 10 µM; hit rate 0.44% among 330,000; AID 485275, 2010;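 active = plate passing quality check with inhibition over a set limit, or well fluorescence over plate mean plus 4 SD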;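 also: Nile Red retained in pooled yeast measured as flow cytometry median fluorescence; 0% = buffer negative control and 100% = Enniatin B positive control; higher means more Nile Red kept so more efflux inhibition; some compounds called inactive have numbers as strong as hits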
MEX-5 binding: MEX-5 zinc finger RNA-binding disruptors – biochemical, C. elegans, fluorescence polarization, MLPCN library, primary screen; Zinc finger protein mex-5 (Caenorhabditis elegans), Q9XUB2; MEX-5/FITC-TCR2 RNA binding; active compounds read low; activity score (negative = inhibition of binding), % at 10 µM; hit rate 0.38% among 300,000;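 active = inhibition past about -25% in most replicates, and total fluorescence under double the plate's negative control median, limit read from the data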;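 also: 0% = DMSO and -100% = 5 µM competing unlabeled TCR2 RNA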
Fam108B counter: mouse Fam108B serine hydrolase inhibitors, primary screen, counter-screen for RBBP9 inhibitor project, biochemical, fluorescence polarization; hit rate 0.33% among 300,000; inhibition, % at 9.51 µM; recombinant Fam108B, FP-Rh probe fluorescence polarization;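 active = inhibition above the screen mean inhibition plus 3 SD, computed separately per campaign, cut at about 18% in these data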;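 also: inhibitors lower polarization as less probe binds the enzyme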
VLA-4 inh: inhibition in human VLA-4 binding assay, primary screen, VLA-4 allosteric modulator project, MLPCN library, flow cytometry, VLA-4 expressing cells; inhibition, % (about 7 µM as worked out from the volumes in the protocol); ligand binding flow cytometry; hit rate 0.2% among 330,000; in the data active = inhibition above about 50%
GLD-1 RNA inh: GLD-1/TGE RNA complex disruptors, primary screen, biochemical, fluorescence polarization; Female germline-specific tumor suppressor gld-1 (Caenorhabditis elegans), Q17339; purified GLD-1 + fluorescein TGE RNA; inhibition, % at 5.96 µM; hit rate 0.44% among 320,000; AID 2280, 2010;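 active = percent inhibition above a per-plate cutoff, the plate mean of test compounds plus 3 SD, cut at about 30% in these data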;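 also: 0% = DMSO wells with GLD-1 and probe and 100% = wells lacking GLD-1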
GRK2 inh: compounds blocking aptamer binding on GRK2 – biochemical, human GRK2, bead flow cytometry, HTS, primary screen. FAM-aptamer displacement from GRK2. hit rate 0.59% among 330,000. Beta-adrenergic receptor kinase 1 (Homo sapiens), P25098. inhibition of aptamer binding, % at 10 µM;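 active = inhibition of aptamer binding above 40%, roughly 3 SD of noise, on plates passing a quality check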;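 also: median bead fluorescence of bound FAM aptamer so fluorescent compounds give negative values; no value below 0 was filed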
Target sequence (P25098 whole entry, looked up): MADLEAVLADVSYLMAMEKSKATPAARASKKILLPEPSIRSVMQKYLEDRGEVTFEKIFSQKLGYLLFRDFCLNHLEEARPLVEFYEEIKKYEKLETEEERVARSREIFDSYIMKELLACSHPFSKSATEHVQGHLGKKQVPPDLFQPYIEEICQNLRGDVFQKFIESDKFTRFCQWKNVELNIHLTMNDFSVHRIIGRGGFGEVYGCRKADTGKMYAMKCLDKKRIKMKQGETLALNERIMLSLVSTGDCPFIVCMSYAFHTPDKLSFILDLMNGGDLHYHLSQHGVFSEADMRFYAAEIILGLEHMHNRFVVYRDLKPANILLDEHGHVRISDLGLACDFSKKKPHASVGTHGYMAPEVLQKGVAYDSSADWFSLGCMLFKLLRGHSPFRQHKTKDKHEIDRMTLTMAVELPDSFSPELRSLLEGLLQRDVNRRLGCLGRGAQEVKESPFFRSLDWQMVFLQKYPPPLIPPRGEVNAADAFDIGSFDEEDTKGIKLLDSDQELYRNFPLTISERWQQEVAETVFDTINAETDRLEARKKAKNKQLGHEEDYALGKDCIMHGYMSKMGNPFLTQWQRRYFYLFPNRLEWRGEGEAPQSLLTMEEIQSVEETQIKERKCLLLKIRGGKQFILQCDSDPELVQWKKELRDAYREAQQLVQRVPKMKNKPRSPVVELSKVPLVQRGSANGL
MCL1-BIM inh: inhibitors of MCL1 binding to BIM-BH3, primary screen, biochemical, fluorescence polarization. Induced myeloid leukemia cell differentiation protein Mcl-1 (Homo sapiens), Q07820. GST-MCL1 / FITC-Bim-BH3 fluorescence polarization. inhibition, % at 10.9 µM. hit rate 0.68% among 320,000;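 active = inhibition above the mean inhibition of all tested compounds plus 3 SD, set per campaign, cut at about 40% in these data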;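 also: 0% = DMSO wells and 100% = unlabeled Bim-BH3 peptide control; higher means more loss of mP so more displacement of Bim peptide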
* hit, by the source's call; / = no result given.

mol	GLD-1 RNA inh	MCL1-BIM inh	VLA-4 inh	BCLXL inh	PME-1 inh	Efflux pump inh	Fam108B counter	GRK2 inh	MEX-5 binding
CCOC(=O)C1CCN(C(=O)c2ccc(Oc3cc(Cl)cc(Cl)c3)o2)CC1	6.7	8.0	1.4	13.8	1.8	0.1	-1.6	0.0	0.3
O=C(O)CCCN=CC1=C(O)C(C(=O)c2ccccc2)CCC1=O (stereo not given)	-0.2	-2.6	15.8	4.5	-1.6	-0.1	-3.0	0.0	-2.1
CC(OCC(O)CN(C)CCOc1ccccc1)c1ccc(Cl)cc1 (stereo not given)	2.8	0.3	-2.0	2.5	-0.9	0.0	0.8	0.0	-1.8
O=C(c1cc2c(ccc3ccccc32)o1)N1CCCCC1	-4.3	6.9	11.0	5.1	-0.1	0.1	-1.1	0.0	3.5
CCOc1ccc(NC(=O)CNC(=O)c2ccc(OC)cc2)cc1	6.2	-2.1	3.1	2.5	-4.8	0.1	-1.3	2.0	0.2
Nc1c(-c2nn[nH]n2)cnn1-c1cc(Cl)cc(Cl)c1	0.9	-6.4	-6.2	-1.6	0.1	0.0	-1.6	4.0	-2.5
CCCn1c(C(C)Nc2nc(-c3ccc(Cl)c([N+](=O)[O-])c3)cs2)nc2ccccc21 (stereo not given)	1.2	1.3	14.7	4.0	4.1	0.1	7.8	0.0	-2.7
COc1ccc(S(=O)(=O)N(C)C)cc1NC(=O)c1ccc2c(c1)NC(=O)C(C)S2 (stereo not given)	6.6	5.7	-10.4	5.4	-4.4	-0.1	/	0.0	/
COc1ccc(C(CNC(=O)COc2ccc(Cl)c(C)c2)N2CCCCC2)cc1 (stereo not given)	-6.5	3.4	5.2	4.3	-1.7	0.0	-2.2	0.0	3.1
CCOc1ccc(N(Cc2nnc3n2CCCCC3)C(=O)Nc2cccc(C)c2)cc1	1.2	1.3	-5.2	0.7	-1.2	0.1	-0.3	0.0	-0.6
O=C(O)CC(C(=O)OCCOc1ccccc1)N1CCOCC1 (stereo not given)	6.4	3.7	3.0	7.0	2.3	0.0	0.0	2.0	-1.6
Cc1cc([N+](=O)[O-])ccc1NC(=O)CN1C2CCC1CC(NC(=O)NC13CC4CC(CC(C4)C1)C3)C2 (stereo not given)	5.8	3.8	-1.6	2.7	1.4	-0.1	-1.3	1.0	0.6
CCCCCCCCCn1ccc(=N)cc1	2.6	7.0	3.1	4.5	-0.8	0.4	0.1	/	2.1
NS(=O)(=O)c1ccc(Nc2nc(-c3cccc([N+](=O)[O-])c3)cs2)cc1	7.7	2.0	10.8	2.5	0.7	0.0	5.5	0.0	-0.8
CCOc1ccccc1C(=O)NCc1ccc2c(c1)OCO2	0.8	3.0	-2.3	4.7	-0.8	-0.1	1.5	6.0	-1.7

mol	GLD-1 RNA inh	MCL1-BIM inh	VLA-4 inh	BCLXL inh	PME-1 inh	Efflux pump inh	Fam108B counter	GRK2 inh	MEX-5 binding
COC(=O)c1ccc2ncccc2c1	24.9	25.3	9.2	20.2	1.2	0.1	-1.1	0.0	-1.1
O=C(COC(=O)c1ccc(S(=O)(=O)N2CCCCCC2)cc1)NCc1ccc(Cl)cc1	3.4	-4.4	8.1	-4.8	3.3	0.1	/	2.0	/
Cc1ccc(C(=O)NC(=S)N2CCN(C)CC2)cc1	5.5	6.2	0.1	3.5	-6.8	-0.1	-6.9	1.0	0.4
O=C(N/N=C/c1ccc(Br)cc1)c1ccc(F)cc1	1.0	8.1	20.8	2.6	-13.2	-0.6	1.5	1.0	-8.1
Cc1c(N=C2N=C(NC(=O)NC(C)(C)C)c3ccccc32)c(=O)n(-c2ccccc2)n1C	6.2	4.6	-10.1	2.3	9.2	0.1	3.8	0.0	-2.2
O=C(Nc1ccc(NC(=O)c2cccs2)cc1)c1ccc2c(c1)OCO2	-0.7	1.6	3.3	-0.7	-3.6	0.1	-3.4	3.0	-3.2
COc1ccc(OC)c(N2C(=O)CCCC2=O)c1	-1.4	3.0	1.2	-0.9	1.9	-0.1	0.2	10.0	1.8
O=C(Nc1ccc(F)cc1)C1(S(=O)(=O)c2ccc(Cl)cc2)CC1	9.1	2.6	-8.3	3.4	0.8	-0.3	4.4	0.0	0.6
CCOC(=O)C1=C(COC(=O)Cc2ccccc2)NC(=O)NC1C (stereo not given)	7.6	6.0	5.0	5.4	6.8	-0.1	-3.4	16.0	0.2
COc1ccc(-n2c(SCC#N)nc3c(sc(=S)n3-c3ccccc3)c2=O)c(OC)c1	1.4	7.9	-4.7	7.8	12.6	0.1	0.7	0.0	-0.5
CCc1ccc(-c2csc(NC(=O)C3CCCO3)c2C(=O)OC(C)C)cc1 (stereo not given)	-0.3	1.6	-5.5	1.5	-4.3	0.0	-2.8	5.0	-0.1
CC1CC(C)CN(c2ncc3c(n2)CC(c2ccccc2)CC3=O)C1 (stereo not given)	8.3	3.4	-8.8	5.1	-3.2	0.0	7.0	0.0	-0.4
Cc1noc(C)c1COc1ccc(C(=O)NCc2ccccn2)cc1	-6.9	-3.1	1.4	-7.0	-2.2	0.1	-2.5	0.0	1.8
Cc1cc(Cl)ccc1OC(C)C(=O)NN1C(=O)c2ccccc2C1=O (stereo not given)	-0.2	-2.9	8.5	0.5	-4.7	0.1	3.8	1.0	-1.9
O=C(Cc1cc(=O)oc2cc(O)ccc12)N[C@@H](Cc1c[nH]c2ccccc12)C(=O)O	-0.2	-5.6	-0.3	6.8	-4.7	0.0	-2.5	0.0	-1.6

mol	GLD-1 RNA inh	MCL1-BIM inh	VLA-4 inh	BCLXL inh	PME-1 inh	Efflux pump inh	Fam108B counter	GRK2 inh	MEX-5 binding
CN(Cc1ccccc1)C(=O)c1cc2cc(F)ccc2[nH]1	-7.3	5.0	-0.9	2.0	-2.1	-0.1	3.9	2.0	0.8
Cc1cc(C)c(C#N)c(SCS(=O)c2ccc(C(C)(C)C)cc2)n1 (stereo not given)	4.9	-5.1	7.9	-3.5	-0.2	0.0	-5.1	0.0	2.1
O=C(O)CC/C(=N\NC(=O)CNC(=O)/C=C/c1ccccc1)c1ccccc1	-2.4	-0.7	-3.1	-2.1	-1.8	0.2	-4.0	1.0	-2.3
COc1ccc(N(CC(=O)N/N=C/c2cccs2)S(=O)(=O)c2ccc(OC)c(OC)c2)cc1	1.7	5.6	-3.0	7.0	-2.1	0.0	3.6	2.0	0.6
S=c1[nH]nc(Cc2ccccc2)n1-c1ccccc1	2.9	-7.5	4.8	-7.9	-0.1	0.3	-0.8	0.0	-0.8
CCCCN(CC(=O)NCCOC)C(=O)Cn1nnc2ccccc21	3.3	1.9	10.2	-0.1	-0.3	0.1	-0.3	1.0	2.1
CC(C)Cn1c(=O)c2ccccc2c2ccccc2c1=O	7.2	-1.8	16.1	3.3	1.2	-0.1	3.2	1.0	2.5
CCCCCOc1ccc(C(=O)NCC(=O)NCC(=O)OCC)cc1	-4.1	0.0	-3.6	3.6	2.9	0.0	8.5	1.0	-0.8
Cn1c(=O)c2c(nc(SCC(=O)NCc3ccc4c(c3)OCO4)n2Cc2ccc(Cl)cc2)n(C)c1=O	-0.7	6.4	-0.7	6.7	7.5	0.1	1.4	0.0	-2.2
CC(=O)N1CCN(c2ccc(C(N)=O)cc2[N+](=O)[O-])CC1	4.5	-1.0	13.0	0.9	-4.5	0.1	-4.5	4.0	3.1
CCc1cc2c(=O)nc3n(c2s1)Cc1ccccc1/C3=C(/O)c1cccc([N+](=O)[O-])c1	6.2	5.5	12.7	5.6	1.3	0.1	-3.3	2.0	-0.2
O=C(COC(=O)c1ccc(S(=O)(=O)N2CCCC2)cc1)Nc1ccccc1	-2.9	-1.2	-2.2	0.9	-1.5	-0.1	/	0.0	/
CC1(C)OC(=O)C(=CNc2ccccc2)C(=O)O1	9.1	6.5	-3.4	2.6	0.2	-0.1	0.8	1.0	0.0
CCOc1cc(Br)c(COc2ccc(C)nc2[N+](=O)[O-])cc1OCC	-1.7	11.5	10.8	6.9	-0.1	-0.2	0.8	0.0	-3.1
COc1ccc(N2C(=O)C3C4C=CC(C4)C3C2=O)c(OC)c1 (stereo not given)	5.2	2.9	0.2	4.5	-2.2	-0.2	1.0	0.0	1.1

mol	GLD-1 RNA inh	MCL1-BIM inh	VLA-4 inh	BCLXL inh	PME-1 inh	Efflux pump inh	Fam108B counter	GRK2 inh	MEX-5 binding
CCn1c(N)c(C(=O)NC)sc1=S	0.5	5.9	12.6	7.8	0.6	-0.1	0.6	3.0	2.6
Cc1cc(C(=O)COC(=O)c2ccco2)c(C)n1Cc1ccco1	12.3	3.4	18.3	1.4	2.1	0.2	-1.3	0.0	0.0
COc1cc(NC(=O)CSc2ccccc2)c(C(=O)O)cc1OC	2.5	0.0	3.7	6.5	2.2	-0.3	1.7	3.0	0.7
CC(=O)Nc1ccc(S(=O)(=O)NCC(=O)NNC(=O)c2csc(N3CCOCC3)n2)cc1	-0.2	3.5	-8.8	-1.7	2.9	0.0	-0.9	0.0	-20.2
CC(=O)NC(CC(=O)N1CCCC1)c1ccccc1 (stereo not given)	0.6	5.1	-0.9	3.0	1.8	0.6	-5.3	1.0	2.9
CCCOc1ccc(CN(CCC#N)C(=S)NC(=O)c2ccccc2)cc1	-2.8	1.0	13.9	1.2	1.9	0.1	2.1	3.0	0.6
O=C(Nc1ccon1)c1nc[nH]c1C(=O)N1CCc2ccccc2C1	3.6	5.5	12.7	5.4	-1.4	-0.1	/	6.0	/
CSc1ncc(Cl)c(C(=O)Nc2ccc(C)c(C)c2)n1	4.0	4.1	0.2	4.0	-5.5	0.5	-1.0	0.0	-0.4
O=C(Oc1ccc(/C=N/n2cnnc2)cc1)c1cccc([N+](=O)[O-])c1	-4.6	-5.6	-0.8	-1.7	-1.5	-0.1	-5.0	1.0	0.6
O=C(NCc1ccccc1)C(=O)NCC1OCCN1S(=O)(=O)c1ccc(Br)cc1 (stereo not given)	2.3	4.9	9.2	2.5	3.5	-0.1	-7.2	0.0	-1.1
COc1ccc(NC(C)=O)cc1NC(=O)CSc1nnc(-c2ccccn2)n1C	0.4	6.6	3.9	9.8	3.5	0.3	3.1	2.0	0.9
O=C(O)Cn1c(=O)c(F)cn(C2CCCO2)c1=O (stereo not given)	6.1	0.0	-0.3	4.2	3.9	-0.1	2.6	0.0	1.3
CC(=O)NCCc1nc(-c2ccc(Cl)cc2)no1	10.0	6.1	14.0	1.2	-3.1	-0.2	-1.7	3.0	4.1
CCC1(O)CC(C(=O)OC)=NN1C(=O)c1ccccc1 (stereo not given)	5.4	2.0	-8.1	2.2	-3.8	-0.1	-7.1	1.0	-9.0

2 entries picked at random from the list so far:
mol	GLD-1 RNA inh	MCL1-BIM inh	VLA-4 inh	BCLXL inh	PME-1 inh	Efflux pump inh	Fam108B counter	GRK2 inh	MEX-5 binding
COc1cc(NC(=O)CSc2ccccc2)c(C(=O)O)cc1OC	2.5	0.0	3.7	6.5	2.2	-0.3	1.7	3.0	0.7
COc1ccc(NC(C)=O)cc1NC(=O)CSc1nnc(-c2ccccn2)n1C	0.4	6.6	3.9	9.8	3.5	0.3	3.1	2.0	0.9

An excerpt; the hit share may differ from the screen's.
